Mcl1-Noxa inh = disrupts binding of human Mcl-1 to Noxa peptide | Q07820 | TR-FRET Mcl-1/Noxa peptide binding, 2 h | inhibition, % at 21.7 µM | hit rate 1.5% among 220,000 | AID 1022;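 active = compounds that cut the protein-peptide binding signal by more than 50% relative to plate controls in a single-dose test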;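 also: His-tagged Mcl-1 with rhodamine Noxa BH3 peptide and terbium anti-His antibody; 0% = Mcl-1 plus Noxa peptide wells and 100% = peptide-only wells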
Target sequence (Q07820 whole entry, looked up): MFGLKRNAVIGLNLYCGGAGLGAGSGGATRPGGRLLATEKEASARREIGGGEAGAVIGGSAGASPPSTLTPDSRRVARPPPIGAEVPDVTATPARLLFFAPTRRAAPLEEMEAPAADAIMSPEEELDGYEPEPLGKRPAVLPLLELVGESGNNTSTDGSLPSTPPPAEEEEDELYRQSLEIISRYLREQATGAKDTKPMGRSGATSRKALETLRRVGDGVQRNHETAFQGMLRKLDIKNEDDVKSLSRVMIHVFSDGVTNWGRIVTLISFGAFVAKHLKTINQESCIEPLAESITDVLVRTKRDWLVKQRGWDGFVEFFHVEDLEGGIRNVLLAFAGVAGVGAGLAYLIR
RGS4-Gao reg = human RGS4-Galphao interaction regulation; AID 1415; Multiplexed bead flow cytometry, RGS4-Galphao binding; actives lie on both sides; hit rate 0.33% among 220,000; P09471; binding response (% of control), % at 10 µM; in the data active = binding response below about 49% or above about 150%; inactive = in between;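 also: fluorescent Galphao activated with aluminum fluoride binding bead-coupled RGS4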
Bcl-XL Bim block = disrupts Bim peptide binding to human Bcl-XL. bead flow cytometry, fluorescence. hit rate 0.04% among 190,000. inhibition, % at 10 µM. AID 1007
Target sequence (Q07817 whole entry, looked up): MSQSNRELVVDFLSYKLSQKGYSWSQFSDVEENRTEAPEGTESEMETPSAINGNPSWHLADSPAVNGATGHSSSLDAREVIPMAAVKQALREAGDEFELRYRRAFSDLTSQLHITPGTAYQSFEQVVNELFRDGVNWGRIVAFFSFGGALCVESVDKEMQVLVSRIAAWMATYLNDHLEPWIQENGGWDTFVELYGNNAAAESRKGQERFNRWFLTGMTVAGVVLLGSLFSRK
RGS8-Gao reg = regulators of human RGS8-Galphao interaction. P09471. multiplexed bead flow cytometry, RGS8-Galphao binding; actives lie on both sides. response (percent of control binding), % at 10 µM. hit rate 0.34% among 220,000. AID 1423; in the data active = response below about 60% or above about 140%; inactive = in between;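 also: Galphao activated as the GDP aluminium fluoride complex binding bead-coupled RGS8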
Bcl-W Bim block = disrupts Bim peptide binding to human Bcl-W; bead-based flow cytometry; inhibition, % at 10 µM; hit rate 0.02% among 190,000;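 also: 0% = bound tracer without compound and 100% = peptide blocker; higher means less fluorescent Bim peptide bound to Bcl-W beads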
Bcl-B Bim block = inhibitors of Bim-Bcl-B interaction, human. inhibition, % at 10 µM. Q9HD36. bead-based flow cytometry, Bim peptide-Bcl-B binding. hit rate 0.073% among 190,000. AID 951;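 also: 0% = tracer peptide without compound and 100% = reference inhibitor peptide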
RGS7-Gao = modulates binding of RGS7 to human Galphao. binding response (% of control), % at 10 µM. P09471. AID 1439. hit rate 0.35% among 220,000. Multiplexed bead flow cytometry; actives lie on both sides; in the data active = binding response below about 49% or above about 150%; inconclusive = no clear call, values can overlap the other calls; inactive = in between;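 also: fluorescent Galphao held in activated GDP-AlF4 state binding bead-coupled RGS7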
Bim-Bfl-1 = disrupts Bim binding to human Bfl-1; Q16548; Bead-based flow cytometry, Bim-Bfl-1 binding inhibition; inhibition, % at 10 µM; hit rate 0.12% among 190,000; AID 1008;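 also: 0% = wells without compound plus tracer and 100% = blocker peptide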
Bim-Mcl-1 = human Bim-Mcl-1 interaction inhibition; Q07820; Bead-based flow cytometry, Bim peptide-Mcl-1 binding; inhibition, % at 10 µM; hit rate 0.1% among 190,000; AID 1009;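 also: 0% = no compound tracer wells and 100% = peptide blocker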
Mcl1 Bid PPI = disrupts binding of human Mcl-1 to Bid peptide | Q07820 | hit rate 0.97% among 220,000 | inhibition, % at 21.7 µM | TR-FRET Mcl-1/Bid-Dy647 peptide binding, 1536-well;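 active = compounds that cut the binding signal by more than half at the single screening dose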;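 also: His-tagged Mcl-1 with europium anti-His antibody binding Bid BH3 peptide; 0% = Mcl-1 plus peptide wells and 100% = peptide-only wells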
Bcl-2 Bim block = inhibitors of Bim-Bcl-2 interaction, human. P10415. inhibition, % at 10 µM. Bead-based flow cytometry, Bim peptide-Bcl-2 binding. hit rate 0.06% among 190,000; in the data active = inhibition above about 40%; inconclusive = no clear call, values can overlap the other calls;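 also: 0% = no compound wells with probe peptide and 100% = reference peptide inhibitor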
Target sequence (P10415 whole entry, looked up): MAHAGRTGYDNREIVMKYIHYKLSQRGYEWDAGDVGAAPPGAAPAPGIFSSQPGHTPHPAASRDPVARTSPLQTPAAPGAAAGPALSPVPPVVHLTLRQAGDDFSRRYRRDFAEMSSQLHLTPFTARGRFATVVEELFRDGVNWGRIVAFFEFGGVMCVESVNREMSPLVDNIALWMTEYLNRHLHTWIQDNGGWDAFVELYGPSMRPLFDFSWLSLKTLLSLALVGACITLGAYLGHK
* hit, by the source's call; ? = inconclusive; · = no result given. Rule as the data show it, unless noted: active = inhibition above about 40%.

Mcl1-Noxa inh,RGS4-Gao reg,Bcl-XL Bim block,RGS8-Gao reg,Bcl-W Bim block,Bcl-B Bim block,RGS7-Gao,Bim-Bfl-1,Bim-Mcl-1,Mcl1 Bid PPI,Bcl-2 Bim block,compound
13,100,-2,100,4,0,103,-4,-3,-3,1,N#C/C(=C/c1ccc(Sc2nc3ccccc3[nH]2)o1)c1ccccc1F
18,102,0,101,0,2,107,0,0,7,-1,Cc1csc(SC(C)C(=O)Nc2ccc(S(=O)(=O)N3CCCC3)cc2)n1 (configuration not stated)
3,99,-3,101,-2,-5,107,-7,-3,2,-3,O=c1[nH]ncc(N2CCN(Cc3ccccc3)CC2)c1Cl
12,98,-3,99,2,-6,102,-8,1,3,-3,COc1ccc(-c2cccc(C(=O)NCC(=O)O)c2)cc1
7,99,1,100,0,0,101,2,1,-20,3,CCCCSc1nnc(NC(=O)CCc2ccccc2)s1
11,93,-2,94,-1,0,98,-6,0,-40,0,N#C/C(=C(/O)c1ccco1)c1nc2ccccc2[nH]1
11,95,-2,101,0,-3,92,-4,0,-3,-3,Cc1cccc(C(=O)N2CCC(Cc3ccccc3)CC2)c1[N+](=O)[O-]
24,94,-2,96,0,-1,?,-2,0,18,-3,CCc1cc(OCCN(C)C)ccc1Cl
-90,100,-6,99,0,-12,100,-7,0,-37,-6,Cc1ccc2nc(N3CCN(S(=O)(=O)c4ccc(C)c(Cl)c4)CC3)c(C#N)cc2c1
28,103,0,103,-3,-3,101,0,-2,23,-2,Cc1cc(C)nc(Sc2ncnc3c2oc2ccccc23)n1
5,100,-11,100,-8,-8,98,-8,-9,6,-7,COc1ccc(N(C(=O)c2ccccc2C)S(=O)(=O)c2cccs2)cc1
15,102,·,101,·,·,?,·,·,-7,·,O=C1OC(Nc2ccc(F)c([N+](=O)[O-])c2)c2ccccc21 (configuration not stated)
23,101,-8,99,-4,-10,97,-16,-4,-9,-14,Cc1ccc(CNC(=O)c2ccc(Cn3nc(C)c(Cl)c3C)o2)cc1
33,101,-2,104,0,-1,102,-6,1,-28,-1,COc1ccc(C(=O)NC(C(=O)NCC(=O)Nc2c(C)cccc2C)C(C)C)cc1 (configuration not stated)
21,100,-1,102,0,-2,100,-5,-1,-6,0,O=C(O)Cc1ccc2oc(-c3cccnc3)nc2c1
-2,99,2,101,4,1,103,-2,0,-19,3,O=S(=O)(/C=C/c1ccccc1)N1CCN(c2ccccc2)CC1
1,99,-1,98,-1,0,97,-2,-1,3,-1,CNS(=O)(=O)c1cccc(C(=O)OCc2cc(C(C)=O)ccc2OC)c1
-4,99,-5,97,-1,0,104,1,28,4,4,Cc1ccc(C)c(-n2nnnc2Sc2nc([N+](=O)[O-])nn2C)c1
-15,98,-3,102,-1,-4,98,0,-2,-3,0,O=c1[nH]c(/C=C/c2ccccc2OC(F)F)nc2c1cnn2-c1ccccc1
0,102,9,104,-1,-8,103,0,-8,-2,-6,CCOc1ccc(NC(=O)C/C(N)=N/O)cc1
2,101,0,102,-1,0,101,-3,0,-14,-3,CC1CN(C(=O)Nc2ccc3c(c2)OCO3)CC(C)O1 (configuration not stated)
24,103,-7,105,-3,-6,102,-1,-5,9,-7,CCCn1c(C)cc(C)c(C#N)c1=O
-3,104,-1,102,1,-3,106,-5,0,-23,0,CCn1nnc(NC(=O)Cc2ccc(Cl)cc2)n1
17,101,-3,101,-1,0,96,1,-3,-21,-4,Cc1ccc(NC(=O)c2nn(C34CC5CC(CC(C5)C3)C4)cc2[N+](=O)[O-])cc1
-4,107,-2,103,1,-5,106,-7,0,5,-9,NS(=O)(=O)c1ccc(NC(=O)CSc2ccc3ccccc3n2)cc1
3,101,-2,102,0,-9,104,-11,-5,-20,-6,Cn1c(SCC(=O)N2c3ccccc3Sc3ccccc32)nnc1-c1ccco1
26,96,-6,99,-4,-5,100,-9,0,32,-2,COC(=O)CSc1nnc(NC(=O)/C=C\c2ccc3c(c2)OCO3)s1
16,97,0,99,1,-1,96,-6,-1,4,-1,Cc1ccccc1-c1ccc(=O)n(CC(=O)Nc2ccc(C(=O)N3CCCC3)cc2)n1
13,105,0,101,4,0,102,-6,5,-40,0,CC(C)Cc1nc2sc3c(=O)[nH]cnc3c2c2c1CCCC2
10,100,-3,98,-1,-10,103,-7,-1,-89,-6,Cc1ccccc1NC(=S)NNC(=O)c1ccoc1C
-30,103,0,115,-3,-1,102,0,-4,40,-3,Cc1ccc(CNC(=O)C2CCC(CNc3nc(=S)[nH]c4ccccc34)CC2)cc1 (configuration not stated)
-10,103,-17,104,0,-7,105,-9,-1,-3,-9,CCOC(=O)c1cccc(NC(=O)CCn2nnc3ccccc32)c1
9,98,-6,106,-2,-9,103,-11,0,-9,-5,CC(Sc1nnc(Cc2cccs2)n1C1CCCCC1)C(=O)NCc1ccco1 (configuration not stated)
75*,102,-1,105,0,1,99,-2,-2,-48,0,CCCCN(CC)CCNc1c(N2CCN(C(=O)OCC)CC2)c(=O)c1=O
13,99,-7,103,-4,-7,102,-1,-6,-33,-3,Cc1ccc(C(c2c(C)nn(-c3ccccc3)c2N)c2c(C)nn(-c3ccccc3)c2N)cc1
29,98,-6,99,-1,-10,102,-1,-3,-72,-2,O=C(CSC(=S)N1CCCC1)c1cc(Br)cc(Br)c1O

An excerpt from above in order of the Bim-Bfl-1 value, falling:
Mcl1-Noxa inh,RGS4-Gao reg,Bcl-XL Bim block,RGS8-Gao reg,Bcl-W Bim block,Bcl-B Bim block,RGS7-Gao,Bim-Bfl-1,Bim-Mcl-1,Mcl1 Bid PPI,Bcl-2 Bim block,compound
-30,103,0,115,-3,-1,102,0,-4,40,-3,Cc1ccc(CNC(=O)C2CCC(CNc3nc(=S)[nH]c4ccccc34)CC2)cc1 (configuration not stated)
13,99,-7,103,-4,-7,102,-1,-6,-33,-3,Cc1ccc(C(c2c(C)nn(-c3ccccc3)c2N)c2c(C)nn(-c3ccccc3)c2N)cc1
3,101,-2,102,0,-9,104,-11,-5,-20,-6,Cn1c(SCC(=O)N2c3ccccc3Sc3ccccc32)nnc1-c1ccco1

Other results
Mcl1-Noxa inh,RGS4-Gao reg,Bcl-XL Bim block,RGS8-Gao reg,Bcl-W Bim block,Bcl-B Bim block,RGS7-Gao,Bim-Bfl-1,Bim-Mcl-1,Mcl1 Bid PPI,Bcl-2 Bim block,compound
0,103,3,104,0,0,105,-3,1,-15,-2,CC(C)Cc1cc(C(=O)N2CCC(N3CCC(C(=O)N4CCOCC4)CC3)CC2)n[nH]1
-12,106,0,101,-2,1,103,-1,-1,-65,0,CCOc1ccc(CCNC(=O)C2CCN(c3nnc(-n4cccc4)s3)CC2)cc1OCC
-23,101,·,101,·,·,?,·,·,-122,·,CCSc1nc(O)cc(=O)[nH]1
21,88,0,99,0,2,?,2,2,-12,3,Cc1ccc(OCCCCNC2CCCC(C)C2C)c(C)c1 (configuration not stated)
-2,99,-2,105,0,-3,104,-1,0,-10,-3,CCOC(=O)c1c(C)n(C)c2ccc(OCC(O)CN3C(=O)c4ccccc4S3(=O)=O)cc12 (configuration not stated)
0,103,3,100,0,-4,100,-4,2,-3,-2,Cn1cnc2c1c(=O)n(Cc1cccc(Br)c1)c(=O)n2C
11,106,4,102,1,-9,102,-8,-1,-50,-7,COC(=O)c1c(C)[nH]c(O)c1C=Nc1ccc(C(C)C)cc1
26,101,-8,110,-2,-14,103,-11,-2,-2,-23,CC(C)(C)c1ccc(/C=C2\SC(=O)N(CCNC(=O)c3cccc(S(=O)(=O)N4CCOCC4)c3)C2=O)cc1
16,95,0,96,0,-4,94,2,1,-22,-1,CCOC(=O)C1=C(C)NC(SCC(=O)Nc2cc(C)on2)=C(C#N)C1c1cccs1 (configuration not stated)
-71,96,-5,103,-8,-12,101,-1,-6,-28,-6,Cc1ccc(S(=O)(=O)N(Cc2cc3cc4c(cc3[nH]c2=O)OCCO4)CC2CCCO2)cc1 (configuration not stated)
11,103,-4,97,-3,-5,104,-5,-1,1,-5,Cc1cccc(NC(=O)NC(C)CCc2ccccc2)c1 (configuration not stated)
14,97,-3,100,-2,-3,?,-2,-4,-19,-3,Cn1cnnc1SCC(=O)Nc1ccc(Cl)c(S(=O)(=O)N2CCOCC2)c1
6,102,-2,99,-3,-3,102,-1,-4,-10,-6,CCC1(CC)C(=O)C(C)(C)C(=O)OC1c1cccs1 (configuration not stated)
4,100,-2,99,-5,-2,100,-1,-1,-30,2,Nc1ccc2oc(-c3cccc4ccccc34)nc2c1
11,93,4,94,5,1,90,2,5,-5,1,O=C(NNC(=O)c1cccs1)c1ccc(Cl)c([N+](=O)[O-])c1
4,99,-2,100,0,-9,99,0,-1,6,2,COC(=O)[C@@H]1C[C@]2(OC(=O)c3ccccc3)C=CC(=O)C[C@@H]2N1C(=O)OCc1ccccc1
7,98,0,100,4,-2,97,0,0,2,0,COc1ccccc1NC(=O)CCC(=O)OCc1ccc(Cl)cc1
4,100,-9,100,-2,-9,99,-12,0,-10,-4,CCC(C)(C(=O)NC1CCCCC1)N(C(=O)C1CCC(=O)N1)c1ccc(C)cc1 (configuration not stated)
0,92,-4,90,-5,-3,88,0,-5,-24,0,O=[N+]([O-])c1cccc(C(=S)N2CCCC2)c1
-11,96,-6,101,-1,-4,97,-15,-1,-12,-9,COC(=O)C1=C(C)N=C2SC(C)C(=O)N2C1c1cccs1 (configuration not stated)
-10,104,-1,103,-2,-5,102,-6,0,10,-3,CCO[C@@H]1OC(C(=O)Nc2ccccc2)=C[C@H](c2ccc(C(F)(F)F)cc2)[C@H]1CCCO

High-throughput results (PubChem BioAssay)
